# Screening data as filed in PubChem.
# EBNA-1 inhibitor: blocks EBNA-1 binding to DNA; EBNA-1 DNA binding, fluorescence polarization; inhibition, % at 14.8 µM; 300,000 compounds, 0.34% hits; in the data active = inhibition above about 28%
# BCLXL inh: inhibitors of human Bcl-xL | Q07817 | GST-Bcl-xL / FITC-Bim BH3 peptide fluorescence polarization | inhibition, % at 10.9 µM | 320,000 compounds, 0.7% hits | AID 2129;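 active = inhibition above the mean of all tested compounds plus 3 SD, cutoff set per campaign, cut at about 30% in these data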;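 also: 0% = DMSO wells and 100% = unlabeled Bim-BH3 peptide competitor; inhibitors lower millipolarization by displacing the labeled peptide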
# Target sequence (Q07817 whole entry, looked up): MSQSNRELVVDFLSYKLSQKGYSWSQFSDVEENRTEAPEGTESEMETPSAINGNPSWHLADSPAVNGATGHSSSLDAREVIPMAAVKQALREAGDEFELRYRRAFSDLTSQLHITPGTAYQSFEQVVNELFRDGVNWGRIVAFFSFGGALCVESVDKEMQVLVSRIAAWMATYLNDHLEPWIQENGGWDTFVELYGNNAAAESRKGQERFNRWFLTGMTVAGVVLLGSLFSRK
# ZTA counter: blocks Epstein-Barr virus ZTA, an EBNA-1 counter-screen. inhibition, % at 11 µM. 320,000 compounds, 0.15% hits. ZTA-DNA binding, fluorescence polarization. P03206. AID 2234; in the data active = inhibition above about 33%
# Target sequence (P03206 whole entry, looked up): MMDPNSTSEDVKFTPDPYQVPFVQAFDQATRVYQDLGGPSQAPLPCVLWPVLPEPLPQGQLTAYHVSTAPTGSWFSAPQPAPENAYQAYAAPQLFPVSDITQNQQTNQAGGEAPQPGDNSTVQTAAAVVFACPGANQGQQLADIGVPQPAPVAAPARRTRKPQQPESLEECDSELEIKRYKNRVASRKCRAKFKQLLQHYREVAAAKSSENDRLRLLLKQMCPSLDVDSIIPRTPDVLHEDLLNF
# Yeast superoxide: caloric restriction mimetics inhibiting age-related superoxide in yeast; AID 2690; 330,000 compounds, 0.18% hits; superoxide response (% of plate mean), % at 10 µM; S. cerevisiae aged cells, superoxide DHE fluorescence; active compounds read low;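 active = superoxide response under a set limit, about three screen SD below normal, cut at about 65% in these data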;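 also: yeast aged for seven days with compound at 30 °C before DHE staining; 100% = average MFI of all compound-treated wells on the plate with controls excluded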
# Fam108B counter: blocks mouse Fam108B hydrolase in RBBP9 counter-screen; recombinant Fam108B, FP-Rh probe fluorescence polarization; AID 1947; inhibition, % at 9.51 µM; 300,000 compounds, 0.33% hits;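 active = inhibition above the screen mean inhibition plus 3 SD, computed separately per campaign, cut at about 18% in these data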;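 also: inhibitors lower polarization as less probe binds the enzyme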
# Efflux pump inh: antifungal efflux pump inhibition, Nile Red retention; S. cerevisiae Candida pump triplex; 330,000 compounds, 0.44% hits; inhibition, % at 10 µM;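 active = plate passing quality check with inhibition over a set limit, or well fluorescence over plate mean plus 4 SD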;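 also: Nile Red retained in pooled yeast measured as flow cytometry median fluorescence; 0% = buffer negative control and 100% = Enniatin B positive control; higher means more Nile Red kept so more efflux inhibition; some compounds called inactive have numbers as strong as hits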
# GLD-1 TGE inh: GLD-1-TGE RNA interaction inhibition (C. elegans) | AID 2280 | inhibition, % at 5.96 µM | 320,000 compounds, 0.44% hits | Q17339 | purified GLD-1 + fluorescein TGE RNA, fluorescence polarization;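 active = percent inhibition above a per-plate cutoff, the plate mean of test compounds plus 3 SD, cut at about 30% in these data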;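 also: 0% = DMSO wells with GLD-1 and probe and 100% = wells lacking GLD-1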
# Target sequence (Q17339 whole entry, looked up): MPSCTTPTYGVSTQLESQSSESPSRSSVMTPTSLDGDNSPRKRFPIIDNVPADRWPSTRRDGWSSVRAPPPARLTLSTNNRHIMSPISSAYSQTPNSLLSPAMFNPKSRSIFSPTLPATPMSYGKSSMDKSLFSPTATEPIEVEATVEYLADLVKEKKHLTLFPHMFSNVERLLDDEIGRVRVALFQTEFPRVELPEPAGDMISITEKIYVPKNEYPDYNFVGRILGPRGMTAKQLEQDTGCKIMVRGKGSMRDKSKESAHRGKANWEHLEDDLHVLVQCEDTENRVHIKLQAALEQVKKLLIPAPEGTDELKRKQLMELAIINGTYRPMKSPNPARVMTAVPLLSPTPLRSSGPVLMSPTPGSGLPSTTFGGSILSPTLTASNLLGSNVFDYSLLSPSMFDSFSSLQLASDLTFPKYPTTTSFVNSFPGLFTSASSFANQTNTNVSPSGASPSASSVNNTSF
# MCL1-BIM inh: disrupts human MCL1 binding to BIM-BH3 peptide | inhibition, % at 10.9 µM | GST-MCL1 / FITC-Bim-BH3 fluorescence polarization | 320,000 compounds, 0.68% hits | Q07820;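 active = inhibition above the mean inhibition of all tested compounds plus 3 SD, set per campaign, cut at about 40% in these data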;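 also: 0% = DMSO wells and 100% = unlabeled Bim-BH3 peptide control; higher means more loss of mP so more displacement of Bim peptide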
# MEX-5 binding: C. elegans MEX-5 TCR-2 RNA binding activity; MEX-5/FITC-TCR2 RNA binding, fluorescence polarization; active compounds read low; activity score (negative = inhibition of binding), % at 10 µM; 300,000 compounds, 0.38% hits;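 active = inhibition past about -25% in most replicates, and total fluorescence under double the plate's negative control median, limit read from the data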;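 also: 0% = DMSO and -100% = 5 µM competing unlabeled TCR2 RNA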
# An asterisk follows results filed as active; x = no result given.
canonical_smiles,EBNA-1 inhibitor,BCLXL inh,ZTA counter,Yeast superoxide,Fam108B counter,Efflux pump inh,GLD-1 TGE inh,MCL1-BIM inh,MEX-5 binding
CC(C)c1ccc(NC(=O)/C(C#N)=C/c2ccncc2)cc1,3.4,6.8,0.8,106.2,-4.1,-0.1,3.7,4.0,-1.4
COC(=O)c1ccccc1NC(=O)c1ccc2c(c1)OCCCO2,1.1,-1.9,-2.5,103.7,-2.7,-0.1,0.6,2.6,-0.5
O=C(c1ccc([N+](=O)[O-])cc1)N(Cc1cccs1)C1CCS(=O)(=O)C1 (centres undefined),-5.9,2.5,-0.5,93.4,2.9,0.1,0.2,2.4,-1.7
CCC(=Cc1ccc(CC)cn1)CC,2.3,-0.7,3.8,72.6,8.8,0.1,-2.1,4.2,-1.0
CCCCC(=O)Nc1cccc(NC(=O)C(C)C)c1,-11.6,1.0,-4.9,108.5,0.4,0.2,-0.3,-1.4,-0.8
CSCCC(NC(=O)C1CCCCC1)c1nc2ccccc2[nH]1 (centres undefined),-3.9,4.0,-0.1,101.0,-0.8,-0.2,8.3,-0.5,-2.7
Cc1ccc(S(=O)(=O)NCCc2ccncc2)cc1C,3.5,6.8,1.5,111.7,-0.3,0.0,0.7,6.1,-0.3
Cc1ccc(CNC(=O)CCNS(=O)(=O)c2cccs2)cc1,-14.6,-14.6,-13.5,109.2,-5.6,0.1,-1.0,-24.9,2.8
Cc1cc(C)c(NC(=O)CN2C(=O)NC3(CCCCC3)C2=O)c(Cl)c1,-10.1,-11.0,15.5,94.7,-2.0,0.1,7.2,-9.8,-0.4
CCOC(=O)c1c(NCc2ccc3c(c2)OCO3)c2ccccc2[nH]c1=O,-4.6,0.9,-3.0,109.3,1.1,0.2,-2.8,-0.7,x
CCOc1ccc(-c2c(C(=O)N/N=C/c3ccc(OC)cc3)nnn2-c2nonc2N)cc1,19.4,1.5,-5.9,108.0,-10.1,-0.1,3.2,1.4,-0.8
CCc1cccc(Nc2c3c(nc4ncnn24)CCC3)c1,-1.7,2.2,-15.6,99.0,1.4,-0.1,7.0,5.3,1.2
Cc1ccc2c(CC(=O)NNC(=O)c3ccncc3)coc2c1,-9.8,2.4,-10.8,123.9,-0.9,0.1,2.5,8.8,0.5
Cn1c(/C=C/c2ccc([N+](=O)[O-])o2)nc2ccccc2c1=O,-2.0,2.2,8.0,90.8,-3.1,0.1,-5.5,-1.1,-12.5
CCn1c(SCC(=O)Nc2ccc3c(c2)OCCO3)nnc1-c1ccccn1,2.5,-4.1,-9.9,84.4,-2.9,0.2,0.1,-9.2,-0.6
Cc1c(NC(=O)c2csc3c2CCCC3)c(=O)n(-c2ccccc2)n1C,-13.8,2.5,8.1,94.2,-1.7,0.0,-6.1,3.9,-1.5
O=C(CNS(=O)(=O)c1ccccc1)OCC(=O)c1ccccc1Cl,-4.7,4.0,-13.9,102.1,3.3,-0.3,-1.7,9.4,-1.1
Cc1cccn2c(=O)nc(SCC(=O)N3CCCCCC3)nc12,0.6,-0.5,-6.1,86.0,3.5,0.0,0.3,-3.2,2.5
COc1cccc(C(=O)/C=C/Nc2ccc(S(=O)(=O)Nc3cnc4ccccc4n3)cc2)c1,-0.8,1.8,-5.3,117.7,7.9,-0.1,-0.6,-38.3,-4.6
CCc1cc(=O)oc2c3c(cc(OCC(=O)NCCC(=O)O)c12)OC(C)(C)CC3,10.1,1.8,-6.0,105.6,3.7,0.0,-1.6,-2.4,1.6
COc1ccccc1CNC(=O)C1CCC(CNc2c(N3CCCCC3)c(=O)c2=O)CC1 (centres undefined),-1.9,8.0,-10.1,100.1,1.2,-0.1,9.6,4.1,1.9
Cc1oc(-c2ccccc2F)nc1CS(=O)(=O)CC(=O)N1CCCCCC1,3.0,3.3,-8.4,92.3,4.9,0.1,-1.0,1.7,-2.5
CCCc1ccc(OCC(O)CN2CCc3ccccc3C2)cc1 (centres undefined),-2.9,0.1,-7.6,103.4,1.1,0.0,-4.0,9.2,-0.5
O=C(CCC1CCN(Cc2ccc(C#CCCO)cc2)CC1)NC1CC1,-0.1,8.0,-4.2,88.8,-0.3,0.0,9.0,4.8,-1.4
CC(NCCc1ccc(O)cc1)C(O)c1ccc(O)cc1 (centres undefined),4.8,-11.0,-17.1,95.8,2.5,0.1,-9.8,-5.9,-2.5

# 2 entries from above, with values under each structure:
# Under each structure: EBNA-1 inhibitor, BCLXL inh, ZTA counter, Yeast superoxide, Fam108B counter, Efflux pump inh, GLD-1 TGE inh, MCL1-BIM inh, MEX-5 binding
> Cc1cc(C)c(NC(=O)CN2C(=O)NC3(CCCCC3)C2=O)c(Cl)c1
→ -10.1, -11.0, 15.5, 94.7, -2.0, 0.1, 7.2, -9.8, -0.4
> Cc1ccc2c(CC(=O)NNC(=O)c3ccncc3)coc2c1
→ -9.8, 2.4, -10.8, 123.9, -0.9, 0.1, 2.5, 8.8, 0.5

# Next section
canonical_smiles,EBNA-1 inhibitor,BCLXL inh,ZTA counter,Yeast superoxide,Fam108B counter,Efflux pump inh,GLD-1 TGE inh,MCL1-BIM inh,MEX-5 binding
COc1cccc(NC(=O)COc2ccc(Br)c(C)c2)c1,9.1,3.2,13.3,99.5,-3.4,0.1,-2.1,6.1,1.2
O=S(=O)(NCC1(N2CCOCC2)CCCCC1)c1ccc(F)c(F)c1F,-0.1,-1.5,3.5,107.2,0.9,-0.1,0.6,-5.7,3.5
COc1ccc(N2CCN(CCCNC(=O)CN3C(=O)COc4ccccc43)CC2)cc1,-5.9,-1.2,-26.8,115.7,-0.8,0.2,4.6,1.9,-0.6
COc1ccc(NC(=O)CSc2nc(N)cc(N)n2)cc1S(=O)(=O)N1CCCCC1,x,4.0,5.8,88.9,x,0.0,3.4,13.4,x
COc1cc(C(=O)Oc2cc(C)cc(C)c2)cc(OC)c1OC,-20.0,1.0,-2.3,94.3,0.8,-0.1,7.3,0.1,1.0
O=C(NCC(=O)N(c1ccccc1F)C(C(=O)NC1CCCC1)c1ccncc1)c1ccco1 (centres undefined),5.0,2.0,9.7,115.2,-3.0,-0.1,10.7,-2.5,1.5
CSc1nnc(-c2ccccc2)c(=O)[nH]1,-13.1,3.4,-5.3,118.8,-3.0,0.0,5.4,-4.5,-1.7
Cc1ccc2nc(-c3cccnc3)c(NC3CCCC3)n2c1,-7.7,4.6,-9.9,105.2,1.7,0.2,6.0,-2.9,-0.4
Cc1cc(C)cc(NC(=O)CN2CCN(C(=O)C3CCCO3)CC2)c1 (centres undefined),4.1,0.0,-1.3,104.6,-0.3,0.4,0.8,4.2,-1.0
Cc1ccccc1NC(=O)c1cccc(NC(=O)c2ccco2)c1,-21.3,8.8,-12.9,100.4,-1.0,0.0,8.9,17.3,-2.5
CC1=NNC(=O)C1CCC(=O)N/N=C/C=C/c1ccccc1 (centres undefined),-6.3,5.2,10.7,99.6,2.0,-0.1,-2.4,7.2,-1.7
C=CCn1c(SCC(=O)NCc2ccc3c(c2)OCO3)nnc1C1CCCCC1,1.4,-5.7,4.8,102.2,-2.6,-0.1,3.0,-6.7,1.7
Cc1onc(-c2ccccc2)c1C(=O)Nc1ccc(Cl)cn1,1.6,5.9,-12.7,107.8,0.7,0.0,-3.1,2.6,-3.5
Oc1cccc(/C=N/Nc2cc(N3CCOCC3)nc(N3CCOCC3)n2)c1,-1.0,5.8,-4.3,96.2,1.8,0.0,6.7,10.6,2.4
O=C(NCCNC(=O)c1ccco1)c1ccc(F)cc1,6.0,5.0,3.4,86.2,-2.6,-0.1,1.9,5.8,0.7
CCOc1cccc(C(=O)NCc2ccccc2)c1,9.7,0.5,-6.3,95.5,-3.6,-0.4,9.6,1.3,-0.5
CC(C)CCNC(=O)CN(C(=O)Cn1nnc(-c2ccc(F)cc2)n1)C1CCCC1,-17.5,-2.3,0.2,96.6,0.0,4.4,1.7,0.3,-0.1
CCCCOC(=O)c1cc(Cl)c(O)c(OC)c1,0.5,5.1,3.5,95.0,3.4,-0.1,5.0,-1.6,2.6
Cc1ccc2cc(C)c(N3CCN(c4ccccn4)CC3)nc2c1,-9.4,1.1,-3.4,105.5,0.7,0.2,1.0,2.2,1.5
O=C(Nc1ccccc1)Nc1sccc1-c1nc2ccccc2s1,3.2,-2.4,4.1,105.8,11.6,-0.2,16.9,-20.9,1.8
CC1CCCCN1CCCNC(=O)Cn1ncc2c([nH]c3ccccc32)c1=O (centres undefined),13.4,7.9,-5.9,106.1,8.0,0.1,-15.3,11.6,3.7
Cc1nccn1-c1ncnc2sc3c(c12)CCCC3,-1.9,5.1,-0.6,104.0,1.2,0.0,4.4,14.4,-0.6
Cc1cccn2cc(CSc3ccccc3N)nc12,8.3,3.1,3.9,91.2,3.5,0.0,3.2,-2.5,-2.4
O=C1c2ccccc2C(=O)N1CC1c2ccccc2CCN1S(=O)(=O)c1ccccc1 (centres undefined),-5.9,2.2,5.2,102.9,3.4,-0.1,0.2,-6.3,1.5
C#CCSc1nnnn1-c1cccc(Cl)c1,-9.3,-0.7,-9.6,90.7,-3.3,0.1,4.9,-5.0,1.3
COc1ccc(Cl)cc1Nc1nnc(-c2ccncc2)s1,1.8,2.1,-8.4,100.8,-3.5,0.1,-3.2,-1.1,-0.5
Fc1ccc(CNC(=S)Nc2cccc(C(F)(F)F)c2)cc1,0.0,-0.9,5.3,87.8,-1.9,-0.1,-1.3,4.5,-1.6

# Reformatted with two lines to a compound: 13 of the compounds above
# Below each compound – EBNA-1 inhibitor, BCLXL inh, ZTA counter, Yeast superoxide, Fam108B counter, Efflux pump inh, GLD-1 TGE inh, MCL1-BIM inh, MEX-5 binding
O=C(NCCNC(=O)c1ccco1)c1ccc(F)cc1
→ 6.0, 5.0, 3.4, 86.2, -2.6, -0.1, 1.9, 5.8, 0.7
CCOc1cccc(C(=O)NCc2ccccc2)c1
→ 9.7, 0.5, -6.3, 95.5, -3.6, -0.4, 9.6, 1.3, -0.5
CC(C)CCNC(=O)CN(C(=O)Cn1nnc(-c2ccc(F)cc2)n1)C1CCCC1
→ -17.5, -2.3, 0.2, 96.6, 0.0, 4.4, 1.7, 0.3, -0.1
CCCCOC(=O)c1cc(Cl)c(O)c(OC)c1
→ 0.5, 5.1, 3.5, 95.0, 3.4, -0.1, 5.0, -1.6, 2.6
Cc1ccc2cc(C)c(N3CCN(c4ccccn4)CC3)nc2c1
→ -9.4, 1.1, -3.4, 105.5, 0.7, 0.2, 1.0, 2.2, 1.5
O=C(Nc1ccccc1)Nc1sccc1-c1nc2ccccc2s1
→ 3.2, -2.4, 4.1, 105.8, 11.6, -0.2, 16.9, -20.9, 1.8
CC1CCCCN1CCCNC(=O)Cn1ncc2c([nH]c3ccccc32)c1=O (centres undefined)
→ 13.4, 7.9, -5.9, 106.1, 8.0, 0.1, -15.3, 11.6, 3.7
Cc1nccn1-c1ncnc2sc3c(c12)CCCC3
→ -1.9, 5.1, -0.6, 104.0, 1.2, 0.0, 4.4, 14.4, -0.6
Cc1cccn2cc(CSc3ccccc3N)nc12
→ 8.3, 3.1, 3.9, 91.2, 3.5, 0.0, 3.2, -2.5, -2.4
O=C1c2ccccc2C(=O)N1CC1c2ccccc2CCN1S(=O)(=O)c1ccccc1 (centres undefined)
→ -5.9, 2.2, 5.2, 102.9, 3.4, -0.1, 0.2, -6.3, 1.5
C#CCSc1nnnn1-c1cccc(Cl)c1
→ -9.3, -0.7, -9.6, 90.7, -3.3, 0.1, 4.9, -5.0, 1.3
COc1ccc(Cl)cc1Nc1nnc(-c2ccncc2)s1
→ 1.8, 2.1, -8.4, 100.8, -3.5, 0.1, -3.2, -1.1, -0.5
Fc1ccc(CNC(=S)Nc2cccc(C(F)(F)F)c2)cc1
→ 0.0, -0.9, 5.3, 87.8, -1.9, -0.1, -1.3, 4.5, -1.6
